# HSF1 inhib = HSF1 inhibition. 300,000 compounds, 0.77% hits. activity change, negative = inhibition, % at 7.5 µM (by protocol). NIH3T3-HGL HSE-luciferase, MG132-induced, luminescence 8 h; stronger effect = lower value;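 active = more than half of replicate wells show activity change below -50%, luminescence cut by over half; inconclusive = some wells, but at most half, below -50%; inactive = no replicate well below -50%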;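 also: luciferase reports HSF-1 transcriptional activity via heat shock element; 0% = median of DMSO wells and -100% = zero luminescence signal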
# HSP90 refold inh = HSP90 refolding inhibition in rabbit reticulocyte lysate. 290,000 compounds, 0.91% hits. inhibition, % at 5.6 µM. luciferase refolding luminescence, 3 h;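 active = inhibition above the screen-wide mean plus 3 SD, computed separately per campaign, cut at about 16% in these data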;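 also: 0% = DMSO wells and 100% = 60 µM geldanamycin wells; inhibitors lower the luminescence because luciferase stays unfolded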
# GSK3A inh = blocks human GSK-3 alpha kinase | ADP-Glo luminescence, 60 min | inhibition, % at 10 µM | 320,000 compounds, 0.1% hits;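 in the data active = inhibition above about 50%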;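 also: GST-tagged GSK-3 alpha with peptide substrate and 25 µM ATP; 0% = DMSO neutral wells and 100% = GW8510 positive control wells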
# Target sequence (P49840 whole entry, looked up): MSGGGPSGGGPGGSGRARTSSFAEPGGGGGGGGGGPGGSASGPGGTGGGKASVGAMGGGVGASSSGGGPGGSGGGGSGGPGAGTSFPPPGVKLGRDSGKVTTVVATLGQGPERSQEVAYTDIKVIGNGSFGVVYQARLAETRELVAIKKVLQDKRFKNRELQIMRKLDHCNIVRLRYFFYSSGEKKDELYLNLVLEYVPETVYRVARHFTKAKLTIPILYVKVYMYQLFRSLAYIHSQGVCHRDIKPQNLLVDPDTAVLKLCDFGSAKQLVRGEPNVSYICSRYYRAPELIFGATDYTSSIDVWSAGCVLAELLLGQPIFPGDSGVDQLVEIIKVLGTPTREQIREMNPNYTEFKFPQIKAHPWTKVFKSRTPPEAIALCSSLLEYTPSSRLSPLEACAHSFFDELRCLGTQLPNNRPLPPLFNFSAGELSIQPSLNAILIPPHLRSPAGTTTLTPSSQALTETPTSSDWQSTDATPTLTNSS
# HIF act = HIF pathway transcriptional activation. 300,000 compounds, 0.32% hits. activation, % at 7.5 µM (by protocol). U2OS HRE-luciferase reporter, luminescence; normalized: DMSO 0%, desferrioxamine 100%;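 active = mean activation of at least 10% of the iron chelator positive control signal, with at least half of replicates also reaching 10%; inconclusive = mean and replicate majority disagree about reaching 10%; inactive = mean and most replicates under 10%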
# HSF1 activator = increases HSF-1 driven luciferase reporter signal; NIH3T3-HGL HSF-1 luciferase reporter, MG132, 8 h; 100% = twice DMSO control signal; activation, % at 9 µM; 300,000 compounds, 1.7% hits; AID 504408;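 active = mean replicate activation of at least 50% with a set share of replicates each reaching 50%; inconclusive = only one of those two conditions met; inactive = mean below 50% and too few replicates reaching it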;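 also: 0% = median of the neutral control wells and 100% = twice that signal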
# IEC-6 tox = IEC-6 cytotoxicity, counter-screen for KLF5 inhibitors; luminescence viability; 290,000 compounds, 0.78% hits; inhibition, % at 5 µM; in the data active = inhibition above about 22%;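 also: 0% = plate median of test compound wells and 100% = cytotoxic reference compound wells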
# KLF5 inhibitor = inhibitors of KLF5 expression; DLD-1 KLF5 promoter-luciferase reporter, luminescence; 290,000 compounds, 0.23% hits; inhibition, % at 5 µM;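 active = inhibition above a per-plate limit of that plate's mean compound inhibition plus 3 SD, cut at about 60% in these data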;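 also: 0% = DMSO wells and 100% = LY294002 at 200 µM; higher means less KLF5 promoter-driven luciferase light; inactives centre near -14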
# AI-2 QS mod = modulates the Vibrio harveyi AI-2 quorum sensing system; Vibrio harveyi JMH597 AI-2 luminescence/OD600 ratio, 9 h; stronger effect = lower value; strain lacks LuxN and CqsS sensors; 0 = neutral-control median; 300,000 compounds, 0.4% hits; activity change, % at 7.5 µM; in the data active = activity change below about -75%, passing the limit was not always enough; inconclusive = no clear call, values can overlap the other calls;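 also: luminescence divided by OD600 gain over 9 h not by final OD600 alone; inactives centre near 13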
# GSK3B inh = blocks human GSK3beta kinase activity | P49841 | 300,000 compounds, 0.038% hits | activity score (negative = inhibition), % at 10 µM | GST-GSK3beta kinase, ADP-Glo luminescence, 60 min; stronger effect = lower value;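 active = more than half of replicate wells score below -50%, meaning over 50% inhibition versus plate controls; inconclusive = some replicates but at most half score below -50%; inactive = no replicate scores below -50%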;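 also: 0% = median DMSO wells and -100% = median GW8510 positive control wells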
# Target sequence (P49841 whole entry, looked up): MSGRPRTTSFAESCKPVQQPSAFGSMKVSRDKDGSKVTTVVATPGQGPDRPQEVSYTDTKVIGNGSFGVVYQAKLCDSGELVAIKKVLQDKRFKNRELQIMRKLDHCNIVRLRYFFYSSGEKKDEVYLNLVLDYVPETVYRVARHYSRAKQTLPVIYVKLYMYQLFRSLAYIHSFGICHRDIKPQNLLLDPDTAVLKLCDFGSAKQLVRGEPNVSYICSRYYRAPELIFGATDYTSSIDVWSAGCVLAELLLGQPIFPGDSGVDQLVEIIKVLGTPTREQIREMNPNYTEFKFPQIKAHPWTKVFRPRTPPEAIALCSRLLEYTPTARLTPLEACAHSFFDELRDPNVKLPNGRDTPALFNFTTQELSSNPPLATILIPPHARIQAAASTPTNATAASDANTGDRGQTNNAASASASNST
#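 Test system: GST-fused GSK3beta enzyme, cell-free | Quantity: 1.6 ng GST-GSK3beta enzyme per well | Reagent: 25 µM ATP with peptide substrate | Schedule: 60 min enzyme reaction, room temperature | Signal: Luminescent ADP-Glo measurement of ADP formed | Read-out basis: Score relative to plate controls | Control set: DMSO and 20 µM GW8510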
# aSyn UTR inh = 5' untranslated region of α-synuclein, MLPCN primary screen | alpha-synuclein 5'UTR reporter, inhibitor activity | inhibition, % (tested at 7.5 µM) | 300,000 compounds, 0.82% hits | AID 1813; in the data active = inhibition above about 60%; inconclusive = no clear call, values can overlap the other calls;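 also: H4 neuroglioblastoma cells stably carrying SNCA 5'UTR luciferase fusion; 0% = DMSO wells and 100% = positive control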
# * marks the source's active call; other numbers are inactive results; u = inconclusive; x = not tested or not shown.
SMILES,HSF1 inhib,HSP90 refold inh,GSK3A inh,HIF act,HSF1 activator,IEC-6 tox,KLF5 inhibitor,AI-2 QS mod,GSK3B inh,aSyn UTR inh
COc1cc(N2C(=O)c3ccccc3C2=O)c(Cl)cc1C(=O)OCC(=O)NCc1ccco1,-4,-1,-2,0.1,-13,-6,-34,21,-1,9
CCS(=O)(=O)C(C)(CCl)C(=O)Nc1ccc(C(=O)OC)cc1 (stereo not drawn),-4,-3,-3,0.1,-13,-6,-13,13,-2,-11
COc1ccc(OC)c(NC(=O)c2ccccc2N(Cc2ccccc2)S(C)(=O)=O)c1,5,1,-1,0.3,14,6,-18,14,0,8
O=c1[nH]c2cc3c(cc2cc1C(c1nnnn1CC1CCCO1)N1CCCCCC1)OCO3 (stereo not drawn),-2,-5,x,-0.4,-3,-5,-33,3,1,-17
CC(C)Oc1ccc(C(=O)Nc2ccc(N3CCN(C(=O)c4ccco4)CC3)cc2)cc1,17,1,-1,2.2,3,3,6,14,2,-11
CC(=O)CSc1nnc(-c2ccc(S(=O)(=O)N3CCCC3)cc2)n1C,-1,1,-2,1.1,-8,-9,-2,24,-2,13
COCCn1c(SCC(=O)Nc2ccccc2)nnc1-c1ccoc1C,-6,6,-4,0.7,-17,-1,-16,12,1,9
COc1ccccc1NC(=O)Cn1cc(C(=O)c2ccco2)c2ccccc21,9,2,-1,0.6,-5,2,-15,7,-3,-14
O=C(CN1CCN(S(=O)(=O)c2ccc(Br)cc2)CC1)N/N=C/c1ccncc1,-3,1,-4,0.2,-3,-12,-17,18,-1,18
COC(=O)C(C)Nc1cccc(Br)c1 (stereo not drawn),-1,0,0,-0.2,-7,6,-19,17,1,-3
CSc1ccc(CN(C)C(=O)C23CC4CC(CC(Cl)(C4)C2)C3)cc1,2,-3,0,1.7,9,-1,0,23,-1,5
CN1CCN(C(=O)/C(=C/c2cccnc2)NC(=O)c2cccc(Br)c2)CC1,42,6,-1,-0.4,72*,-2,6,20,2,-16
CCc1cc2c(=O)[nH]c(N3CCOCC3)nc2s1,4,-2,1,2.2,-14,-4,-19,31,1,-18
COc1ccc(NC(=O)CCC(=O)Nc2nnc(C3CCCCC3)s2)c(OC)c1,-4,-2,-2,0.8,-9,0,-7,17,2,14
O=C(O)CSCNC(=O)C12CC3CC(CC(C3)C1)C2,-3,3,2,-0.4,33,6,-16,21,4,5
O=c1c2cc(Br)ccc2nc(-c2ccccc2)n1O,-2,4,-1,1.7,-6,1,-5,50,2,-7
O=C(CSc1nc2[nH]ncc2c(=O)[nH]1)Nc1ccc(F)cc1,-4,x,3,0.4,-14,x,x,43,4,7
O=C(NC1CCS(=O)(=O)C1)c1sc2ccccc2c1Cl (stereo not drawn),-2,-5,-2,-0.1,2,3,-22,37,1,-29
Cc1nc2sc3c(=O)[nH]nnc3c2c(C)c1Br,7,-3,5,-15,14,-2,-23,34,0,-6
Oc1ccc(Cl)cc1Nc1nc(NCC2CCCO2)c2ccccc2n1 (stereo not drawn),0,x,-2,-1.8,-20,x,x,10,1,4
Cc1cc([N+](=O)[O-])nn1CC(=O)Nc1cnc2ccccc2c1,8,2,0,-0.1,5,0,-14,-5,-1,1
COc1ccccc1OCCCCn1ncc2ccc(OC)c(OC)c2c1=O,-12,4,-2,0.8,-4,-2,-9,13,-9,-10
Cc1ccc(CN2CCN(C(=O)CCC(=O)Nc3nnc(C(C)C)s3)CC2)c(C)c1,-1,4,1,-0.1,-6,3,14,16,0,-11
Cn1c(CC(=O)Nc2ccccc2)c(Sc2ccccc2)c2ccccc21,18,-4,2,-0.3,26,1,-8,11,-3,-15

# 2 of the compounds above, with values under each structure.
# The line under a structure holds: HSF1 inhib, HSP90 refold inh, GSK3A inh, HIF act, HSF1 activator, IEC-6 tox, KLF5 inhibitor, AI-2 QS mod, GSK3B inh, aSyn UTR inh
Cc1ccc(CN2CCN(C(=O)CCC(=O)Nc3nnc(C(C)C)s3)CC2)c(C)c1
→ -1, 4, 1, -0.1, -6, 3, 14, 16, 0, -11
Cc1cc([N+](=O)[O-])nn1CC(=O)Nc1cnc2ccccc2c1
→ 8, 2, 0, -0.1, 5, 0, -14, -5, -1, 1

# Further entries
SMILES,HSF1 inhib,HSP90 refold inh,GSK3A inh,HIF act,HSF1 activator,IEC-6 tox,KLF5 inhibitor,AI-2 QS mod,GSK3B inh,aSyn UTR inh
Cc1ccc(NC(=O)C(=Cc2ccc(C(=O)O)cc2)C(=O)Nc2ccc(C)cc2C)c(C)c1,470,6,-1,-1.7,555*,-8,4,35,6,40
CCCCn1nnc(NC(=O)c2ccco2)n1,3,-3,0,0.5,3,5,-19,14,2,-54
Cc1ccc(S(=O)(=O)C2CCOC2=O)cc1 (stereo not drawn),-6,4,2,0.0,1,-1,-32,24,0,-1
O=C(N/N=C/c1cccc([N+](=O)[O-])c1)c1ccc2nc[nH]c2c1,-12,1,-2,-0.7,-34,2,6,6,-5,2
COc1ccc(C(=O)NC(=S)N2CCN(c3ccccc3OC)CC2)cc1,-5,-3,-2,0.6,15,14,-7,6,-4,6
COC(=O)CC1=C(C)C(=O)CC2C(C)(C)CCCC12C (stereo not drawn),x,19*,1,-0.1,x,-3,-33,12,-1,24
COc1ccc(CNC(=O)c2ccc3c(=O)n(CCCN4CCCC4=O)c(=S)[nH]c3c2)cc1,-4,-1,-1,0.2,-8,4,10,-1,0,23
COc1ccc(C(=O)OCC(=O)Nc2cc(C)on2)cc1S(=O)(=O)N1CCOCC1,-6,1,5,-0.3,2,0,9,26,-12,7
COc1ccc(CCNC(=O)C2CCN(S(=O)(=O)c3ccc(F)cc3)CC2)cc1,-3,-3,-2,-1.5,-4,-4,-9,29,2,6
CC(OC(=O)c1oc2ccccc2c1CSC1CCCCC1)C(=O)NC(N)=O (stereo not drawn),2,-1,-3,-0.3,-1,-4,-2,18,0,27
CCC(C)(C)NC(=O)C(c1cccn1C)N(Cc1ccccc1)C(=O)Cn1nnc2ccccc21 (stereo not drawn),5,-4,x,-0.1,-12,-6,-1,30,-1,10
Cc1ccn(CCC(=O)O)n1,1,-1,0,0.4,12,-7,-21,24,1,0
O=C(CC(C(=O)O)c1ccc(Cl)cc1Cl)c1ccc(Cl)cc1 (stereo not drawn),-6,-1,-1,5.1,2,-2,-21,37,0,-5
CCC(=O)Nc1ccc(S(=O)(=O)Nc2ncccn2)cc1,-4,3,-2,-0.4,10,2,-21,22,2,5
COc1cc(C)c(C(C)C)cc1S(=O)(=O)NC1CC(C)(C)NC(C)(C)C1,-12,1,4,-3.1,-16,3,-28,x,x,-10
CCCOc1cccc(C2C(C(=O)c3ccco3)=C(O)C(=O)N2c2nnc(C)s2)c1 (stereo not drawn),17,-1,-3,-0.9,22,-1,-27,x,x,-10
COCCNC(=O)C1CCC(=O)N(c2ccc(OC)cc2)C1c1ccc(OC)c(OC)c1 (stereo not drawn),0,1,4,-0.6,-21,-1,-9,4,-3,1
Cc1ccc(CON=C2CCN(c3ncc(C(F)(F)F)cc3Cl)CC2)cc1,-12,2,-4,0.0,-13,3,19,6,-5,15
CCN(CCCNC(=O)c1[nH]c(C)c(C(C)=O)c1C)c1cccc(C)c1,13,4,-17,-0.3,20,2,7,9,1,13
CN(C)c1ccc(-c2noc(C3CCN(S(=O)(=O)c4cccc(Cl)c4)CC3)n2)cc1,x,-4,1,x,x,-10,-21,20,3,x
COc1ccc(OC)c(NC(=S)NCc2ccccc2OC)c1,7,-5,-4,-0.4,-10,-1,-26,14,-2,-12
O=C(Nc1nc2c(F)cccc2s1)C1CC1,6,-2,0,2.2,18,-6,-29,28,-2,-111
N#C/C(=N\O)c1nc2ccccc2[nH]1,2,-1,2,0.5,-6,2,-10,18,3,-2
Cc1cc(NC(=O)CSc2nc3c(c(-c4cccnc4)c2C#N)CCC3)no1,-16,0,0,x,0,-2,-16,26,1,3
O=C1NC(c2ccc(Br)cc2)Nc2sc3c(c21)CCC3 (stereo not drawn),5,-1,11,1.7,-5,-6,-21,9,4,-96
COCCCNC(=O)CC(NS(=O)(=O)c1ccc(Cl)cc1)c1ccc(OC)cc1 (stereo not drawn),-12,3,3,0.3,-6,0,-3,23,1,-9
CC(C)(C)c1ccc(OCCC(=O)NNC(=O)c2ccncc2)cc1,-3,x,1,0.2,-12,x,x,36,5,-18
COc1ccc(CNS(=O)(=O)c2ccc(NC(=O)N3CCCCC3)cc2)cc1,-6,-1,0,-0.6,1,2,12,14,-1,2
CCc1nnc(SCC(=O)NCCC2=CCCCC2)nc1CC,-1,-1,-2,0.1,13,11,-9,14,-2,3
CC(=O)N1C(=S)NC(=O)/C1=C1/C(=O)N(CC(=O)Nc2cccc(C)c2)c2ccccc21,5,1,-1,-55,5,6,-1,17,2,-7
Cc1ccc(Nc2c(-c3ccccn3)nc3cc(C)ccn23)cc1,-8,-5,-6,91*,-17,11,7,-60,2,35
CC(=O)c1c(C)[nH]c(C(=O)OCn2nnc3ccccc3c2=O)c1C,-9,-1,-2,-0.5,0,4,-7,32,-3,-17
CCCn1nc2cc(C(=O)NCc3ccc(C)cc3)ccc2c1OC,2,0,0,0.2,-10,3,16,15,3,17
CC(=O)c1ccc(OCc2cc(C(=O)N3CCCCCCC3)no2)cc1,23,-5,x,2.2,46,-3,-43,17,6,-34
c1ccc(CSc2nnc(-c3ccco3)n2Cc2ccccc2)cc1,52,-1,2,3.5,u,-4,-107,22,0,-126
COc1ccc2c(c1)CC/C(=C\C=C\c1ccccc1OC)C2=O,53,0,-5,4.3,58*,-2,-66,16,-3,-134
CCOC(=O)C1(CCOc2ccccc2)CCN(Cc2cccc(-n3cccn3)c2)CC1,-60*,0,-5,0.1,-70,-1,28,32,2,-43
O=C(CCC(=O)OCc1ccc([N+](=O)[O-])cc1)Nc1ccccc1Cl,-14,8,-4,0.1,-10,2,-11,17,-2,4
O=c1[nH]c(/C=C/c2cccc3ccccc23)nc2ccccc12,36,4,-2,1.8,35,7,2,52,3,-104
COCCN(C(=O)COC(=O)Cc1cccc(OC)c1)c1c(N)n(Cc2ccccc2)c(=O)[nH]c1=O,-2,x,1,0.4,3,x,x,47,2,1
Cc1ccccc1CN(c1ccc(C(=O)Nc2ccccc2C(=O)N2CCCC2)cc1)S(C)(=O)=O,3,-2,-1,-0.9,8,-4,4,15,0,6
CC1(C)CC(=O)C2=C(C1)NCN(Cc1ccc3c(c1)OCO3)C2,6,1,1,0.0,12,-3,-40,13,0,-12
CCOC(=O)C1CCN(C(=O)CN2C(=O)COc3ccc(C(C)(C)C)cc32)CC1,20,3,1,3.0,42,2,-14,31,0,-111
COc1cccc2cc(C(=O)NCCc3ccccc3)c(=O)oc12,-2,-1,2,-1.7,5,-12,-51,21,-2,-13
CCOC(=O)C(=O)CC(=O)c1ccc2c(c1)OCCO2,-4,4,2,2.1,3,-3,-37,-15,-2,-40

# High-throughput results as filed in PubChem.
